Bioassay records deposited in PubChem BioAssay by NCI.
Growth percent in the NCI-60 one-dose screen (48 h, 10 µM unless noted): 100 = growth as untreated, 0 = no growth, -100 = all killed.
HT29: HT29 colon cancer; actives 7.4% (n = 81,000); AID 1794748
SNB-19: SNB-19 CNS cancer cells; actives 2.5% (n = 81,000); AID 1794751
KM12: KM12 colon cancer cells; AID 1794800; actives 5% (n = 82,000)
HCT-15: HCT-15 colon cancer; actives 5.2% (n = 82,000); AID 1794746
SW-620: SW-620 colon cancer. actives 5.2% (n = 82,000). AID 1794795
SNB-75: SNB-75 CNS cancer; actives 5% (n = 79,000)
COLO 205: COLO 205 colon cancer | actives 7.3% (n = 79,000) | AID 1794742
HCC-2998: HCC-2998 colon cancer | actives 4.7% (n = 79,000)
HCT-116: HCT-116 colon cancer; actives 7.3% (n = 82,000); AID 1794798
An asterisk follows results filed as active; . = not tested or not shown; & = joins results of further samples. Rule for the calls: active = growth percent below 10; inactive = the rest.

Short keys: A = HT29; B = SNB-19; C = KM12; D = HCT-15; E = SW-620; F = SNB-75; G = COLO 205; H = HCC-2998; I = HCT-116
> CCN1CCN(c2ccc(NC(=O)Nc3ccc4c(ccn4-c4ccnc(C(=O)NC)c4)c3)cc2C(F)(F)F)CC1
  A: -45*; B: 81; C: 36; D: 9.6*; E: -56*; F: 44; G: 98; H: 94; I: 59

> C#Cc1cccc(Nc2nc3cc([N+](=O)[O-])ccc3nc2Nc2ccc(O)cc2)c1
  A: -81*; B: 23; C: -36*; D: 0.2*; E: -53*; F: 44; G: -50*; H: 5.1*; I: -12*

> COc1cc2oc(-c3cccc(C(=O)NCc4ccccc4)c3)cc(=O)c2c(O)c1OC
  A: 84; B: 57; C: 83; D: 87; E: 88; F: 54; G: 102; H: 104; I: 59

> CC(=O)c1c(C)c([N+](=O)[O-])c(C(C)(C)C)c([N+](=O)[O-])c1C
  A: 108; B: 105; C: 101; D: 99; E: 100; F: .; G: 121; H: 100; I: 110

> Cc1ccc2c(n1)C(=O)C(Br)=C(C1CCCC1)C2=O
  A: 109; B: 98; C: 100; D: 99; E: 86; F: 100; G: 52; H: 115; I: 74

> CCC(C)N(c1ccc(Cl)cc1)c1nc(-c2ccc(Br)cc2)cs1 (centres undefined)
  A: 106; B: 105; C: 92; D: 98; E: 95; F: 102; G: 112; H: 108; I: 91

> CCN(CC)c1ccc(C=O)c(OCc2cn(CC(=O)Nc3ccc(F)cc3Cl)nn2)c1
  A: 99; B: 84; C: 88; D: 56; E: 114; F: 110; G: 124; H: 99; I: 77

> c1ccc(CNC2CC3CCC2C3)cc1 (centres undefined)
  A: 109&105; B: 109&107; C: 105&108; D: 119&108; E: 101&108; F: 103&96; G: 117&117; H: 96&106; I: 118&109

> Cc1cccc2c1O/C(=C\c1ncc([N+](=O)[O-])n1C)C2=O
  A: -21*; B: -5.5*; C: -51*; D: 5.7*; E: -12*; F: 8.3*; G: -52*; H: -73*; I: -67*

> O=C1c2ccccc2C(=O)N1c1ccccc1O
  A: 100; B: 111; C: 102; D: 99; E: 107; F: 98; G: 105; H: 97; I: 102

> C#CC(F)(F)[C@]1(O)CCC2C3CCC4=CC(=O)CCC4=C3[C@@H](c3ccc(N(C)C)cc3)C[C@@]21C (some centres undefined)
  A: 88; B: 99; C: 99; D: 90; E: 103; F: 74; G: 101; H: 111; I: 71

In the list so far, these have a carbonyl joined to an NH by a bond outside any ring:
Short keys: A = HT29; B = SNB-19; C = KM12; D = HCT-15; E = SW-620; F = SNB-75; G = COLO 205; H = HCC-2998; I = HCT-116
> CCN1CCN(c2ccc(NC(=O)Nc3ccc4c(ccn4-c4ccnc(C(=O)NC)c4)c3)cc2C(F)(F)F)CC1
  A: -45*; B: 81; C: 36; D: 9.6*; E: -56*; F: 44; G: 98; H: 94; I: 59

> COc1cc2oc(-c3cccc(C(=O)NCc4ccccc4)c3)cc(=O)c2c(O)c1OC
  A: 84; B: 57; C: 83; D: 87; E: 88; F: 54; G: 102; H: 104; I: 59

> CCN(CC)c1ccc(C=O)c(OCc2cn(CC(=O)Nc3ccc(F)cc3Cl)nn2)c1
  A: 99; B: 84; C: 88; D: 56; E: 114; F: 110; G: 124; H: 99; I: 77

3 entries out of the list, sorted by number of heavy atoms, lowest first.
Short keys: A = HT29; B = SNB-19; C = KM12; D = HCT-15; E = SW-620; F = SNB-75; G = COLO 205; H = HCC-2998; I = HCT-116
> CC(=O)c1c(C)c([N+](=O)[O-])c(C(C)(C)C)c([N+](=O)[O-])c1C
  A: 108; B: 105; C: 101; D: 99; E: 100; F: .; G: 121; H: 100; I: 110

> CCN(CC)c1ccc(C=O)c(OCc2cn(CC(=O)Nc3ccc(F)cc3Cl)nn2)c1
  A: 99; B: 84; C: 88; D: 56; E: 114; F: 110; G: 124; H: 99; I: 77

> C#CC(F)(F)[C@]1(O)CCC2C3CCC4=CC(=O)CCC4=C3[C@@H](c3ccc(N(C)C)cc3)C[C@@]21C (some centres undefined)
  A: 88; B: 99; C: 99; D: 90; E: 103; F: 74; G: 101; H: 111; I: 71
